4MU fluor: compounds fluorescent in 4-MU spectral region; AID 589; compound autofluorescence, 340/450 nm, 4-MU equivalents; stronger effect = higher value; max dye-equivalent concentration, M; 59,000 compounds, 11% hits; in the data active = max dye-equivalent concentration above about 10 nM; inconclusive = mostly about 1.1 nM to 9.6 nM
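Compounds in 100 mM Tris, pH 8.0, sat 15 min at room temperature before fluorescence was read at 340 nm excitation/450 nm emission; a per-plate six-point 4-MU standard curve converted signals to dye-equivalent concentration at each compound concentration.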
A350 autofl: A350 region autofluorescence | Compound autofluorescence, 340/450 nm, Alexa 350 dye-equivalents; stronger effect = higher value | max dye-equivalent concentration, M | 59,000 compounds, 11% hits; in the data active = max dye-equivalent concentration above about 10 nM; inconclusive = mostly about 1.1 nM to 9.6 nM
Rhodamine autofl: compound autofluorescence in rhodamine spectral region | Rhodamine-region fluorescence, 547/598 nm, Tris buffer; stronger effect = higher value | max dye-equivalent concentration, M | 59,000 compounds, 0.05% hits | AID 594; in the data active = max dye-equivalent concentration above about 11 nM; inconclusive = between about 1.1 nM and that limit
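Compounds in 100 mM Tris buffer, pH 8.0, were incubated 15 min at room temperature, then read at 547 nm excitation and 598 nm emission. Fluorescence was normalized against a per-plate six-point rhodamine standard curve as dye-equivalent concentration.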
BRCT PPI green: BRCA1 BRCT-phosphoprotein interaction inhibition; P38398; BRCA1 BRCT-phosphopeptide binding, green fluorescence polarization; Potency, µM (top dose mostly 76.9 µM), without a hit: top-dose activity change, negative = inhibition, usual class: inhibitors; 75,000 compounds, 0.05% hits;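 note: potency is the fitted concentration of half-maximal effect; plate controls were peptide without protein for full effect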
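Compounds were incubated for 12 min at room temperature with a complex of 100 nM fluorescein-tagged pBACH1 decapeptide and 250 nM His-tagged BRCT protein. Buffer was phosphate pH 7.3 with EDTA, DTT and Tween 20. Disruption of binding lowers the polarization signal.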
Texas Red fluor: compound fluoresces in the Texas Red spectral region | Compound fluorescence, Texas Red channel, 547/618 nm; stronger effect = higher value | max dye-equivalent concentration, M | 59,000 compounds, 0.06% hits; in the data active = max dye-equivalent concentration above about 10 nM; inconclusive = between about 1.1 nM and that limit
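Pin-transferred compounds and Texas Red standards go into 100 mM Tris buffer, pH 8.0. After 15 min at room temperature, plates are imaged with 547/618 nm filters. Each value is a dye-equivalent concentration derived from the per-plate dye curve.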
Caspase-7 inhib: caspase-7 (human) inhibition, allosteric or competitive | 75,000 compounds, 0.02% hits | recombinant caspase-7, Ac-DEVD-AFC fluorescence rate | P55210 | Potency, µM (series often up to 57.5 µM), without a hit: at the highest dose activity change, negative = inhibition, most hits filed as inhibitors | AID 889; active = well fitted inhibition curve with a large enough effect in the main read-out, with a control signal flat, not every such curve was filed as active; inconclusive = small, poorly fitted or top-dose-only effect, or a change in a side signal; note: potency is the fitted concentration of half-maximal effect; % of control where 0% means no effect
Target sequence (P55210 24-198 limits assumed): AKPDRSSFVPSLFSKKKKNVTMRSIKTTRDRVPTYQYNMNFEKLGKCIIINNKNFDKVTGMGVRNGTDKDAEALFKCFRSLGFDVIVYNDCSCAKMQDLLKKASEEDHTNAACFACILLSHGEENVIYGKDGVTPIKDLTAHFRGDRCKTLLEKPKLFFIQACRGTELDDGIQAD
Target sequence (P55210 207-303 limits assumed): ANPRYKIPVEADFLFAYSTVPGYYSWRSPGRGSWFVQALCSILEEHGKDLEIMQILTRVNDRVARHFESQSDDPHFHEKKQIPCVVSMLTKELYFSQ
USP2a inhib: blocks human ubiquitin-specific protease USP2a | O75604 | USP2a enzymatic assay, qHTS inhibition | Potency, µM (doses to about 38.3 µM), for inactives: at the highest dose activity change, negative = inhibition, usual class: inhibitors | 60,000 compounds, 0.1% hits | AID 927;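 note: potency is the fitted concentration of half-maximal effect; nearly all actives have a fitted effect of over 60% in size; plate controls were DMSO for no effect and NEM full inhibition control for full effect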
Target sequence (O75604 whole entry, looked up): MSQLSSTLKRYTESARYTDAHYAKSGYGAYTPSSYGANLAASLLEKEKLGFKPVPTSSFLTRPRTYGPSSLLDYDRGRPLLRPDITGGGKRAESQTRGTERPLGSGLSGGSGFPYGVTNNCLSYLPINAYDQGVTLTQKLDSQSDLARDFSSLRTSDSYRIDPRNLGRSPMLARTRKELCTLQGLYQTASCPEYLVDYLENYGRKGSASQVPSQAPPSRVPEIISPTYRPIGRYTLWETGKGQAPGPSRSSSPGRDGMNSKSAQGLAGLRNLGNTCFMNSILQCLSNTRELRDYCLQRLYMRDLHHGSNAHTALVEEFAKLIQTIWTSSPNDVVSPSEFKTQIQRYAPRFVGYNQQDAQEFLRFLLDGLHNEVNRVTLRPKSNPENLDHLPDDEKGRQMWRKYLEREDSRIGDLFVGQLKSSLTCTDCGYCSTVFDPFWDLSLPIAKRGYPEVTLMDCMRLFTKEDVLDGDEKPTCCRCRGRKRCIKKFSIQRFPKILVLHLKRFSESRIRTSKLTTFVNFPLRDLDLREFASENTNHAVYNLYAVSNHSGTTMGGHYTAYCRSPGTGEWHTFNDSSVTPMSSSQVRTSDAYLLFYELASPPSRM
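Inhibition is measured in a cell-free coupled assay with 20 nM USP2 core, 20 nM Ub-PLA2 and 20 uM NBD C6-HPC, 2.5 h incubation. Activity normalized to NEM control.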
Casp1 inh: blocks human caspase-1 allosterically or competitively; P29466; Caspase-1 enzyme, Ac-WEHD-AFC fluorogenic rate; Potency, µM (series often up to 57.5 µM), inactives show at the highest dose activity change, negative = inhibition, hits mostly inhibitors; 75,000 compounds, 0.03% hits;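 note: potency is the fitted concentration of half-maximal effect; plate controls were vehicle for no effect and no substrate for full effect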
HEK293 cAMP ctrl: counter-screen for TSHR agonists: cAMP increase in parental HEK293; parental HEK293 CNG cAMP sensor, membrane potential fluorescence; Potency, µM (top dose mostly 57.1 µM), without a hit: at the highest dose activation, usual class: activators; 73,000 compounds, 2.5% hits; AID 938; note: potency is the fitted concentration of half-maximal effect; % of control where 0% means no effect; nearly all actives have a fitted effect of over 55% in size
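Parental HEK 293 cells stably expressing a cAMP-gated CNG channel were loaded with membrane potential dye containing 100 uM RO 20-1724 for 60 min. Compound added for 30 min; depolarization read as fluorescence intensity at 590 nm.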
Fluorescein autfl: compound fluoresces in the fluorescein spectral region. 59,000 compounds, 0.91% hits. Compound autofluorescence, 480/540 nm, fluorescein-equivalent; stronger effect = higher value. AID 593. max fluorescein-equivalent concentration, M; in the data active = max fluorescein-equivalent concentration above about 10 nM; inconclusive = between about 1.1 nM and that limit
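Autofluorescence profiling; 100 mM Tris, pH 8.0; incubation 15 min at RT; ex/em 480/540 nm; result as fluorescein-equivalent concentration.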
BRCT inh red: inhibitors of human BRCA1 BRCT-phosphoprotein interaction (red fluorophore) | BRCT-phosphopeptide binding, red fluorescence polarization | Potency, µM (doses to about 76.9 µM), for the others: at the top dose activity change, negative = inhibition, hits mostly inhibitors | 75,000 compounds, 0.03% hits; note: % is set by controls: 0 for no effect and ±100 for the full control effect
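Fluorescence polarization: 100 nM His-tagged BRCA1 BRCT with 100 nM TAMRA-labelled phospho-BACH1 decapeptide, phosphate buffer pH 7.3 with 150 mM NaCl, DTT, 0.01% Tween 20; 12 min RT. Binding inhibition seen as FP decrease.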
* marks the source's active call; other numbers are inactive results; [ ] = remark or other dose. Unless noted, calls come from the whole dose curve; as a rule, active = well fitted curve in the direction sought with a large enough effect; inconclusive = small, poorly fitted or top-dose-only effect, or another doubt; inactive = no such curve, though single readings can be large; an effect the other way counts as inactive or inconclusive. A portion of the library (hit frequency here may not be typical).

Results for COc1ccc(C(=O)CN2C(=O)C(C)(C)Oc3ccc(C(=O)N4CCCCCC4)cc32)cc1 ?
4MU fluor: inactive; A350 autofl: inactive; Rhodamine autofl: inactive; BRCT PPI green: 0.5%; Texas Red fluor: inactive; Caspase-7 inhib: -0.9%; USP2a inhib: 12.2%; Casp1 inh: -0.7%; HEK293 cAMP ctrl: 24.9%; Fluorescein autfl: inconclusive; BRCT inh red: -0.3%

How did CCCCn1c(SCC(=O)c2ccccc2)nc2c1c(=O)[nH]c(=O)n2C do in these assays?
4MU fluor: inactive; A350 autofl: inactive; Rhodamine autofl: inactive; BRCT PPI green: -2.3%; Texas Red fluor: inactive; Caspase-7 inhib: 0.3%; USP2a inhib: 1.0%; Casp1 inh: -0.8%; HEK293 cAMP ctrl: 7.9%; Fluorescein autfl: inactive; BRCT inh red: -0.6%

How did O=C(COC(=O)c1ccco1)NC1CCCCC1 do in these assays?
4MU fluor: inactive; A350 autofl: inactive; Rhodamine autofl: inactive; BRCT PPI green: -1.4%; Texas Red fluor: inactive; Caspase-7 inhib: 1.9%; USP2a inhib: 1.1%; Casp1 inh: -1.3%; HEK293 cAMP ctrl: 3.5%; Fluorescein autfl: inactive; BRCT inh red: -1.2%

Results for COc1ccc(CC(=O)OCN2C(=O)c3ccccc3C2=O)cc1 ?
4MU fluor: inactive; A350 autofl: inactive; Rhodamine autofl: inactive; Texas Red fluor: inactive; Fluorescein autfl: inactive

How did COc1ccc(NS(=O)(=O)c2ccc(N)cc2)nn1 do in these assays?
4MU fluor: inactive; A350 autofl: inactive; Rhodamine autofl: inactive; BRCT PPI green: -0.2%[3.08 µM]; Texas Red fluor: inactive; Caspase-7 inhib: 0.7%; USP2a inhib: -2.5%; Casp1 inh: 0.7%; HEK293 cAMP ctrl: 3.2%[25.6 µM]; Fluorescein autfl: inconclusive; BRCT inh red: 3.0%

How did O=C(O)Cn1nnnc1-c1ccc(F)cc1 do in these assays?
4MU fluor: inactive; A350 autofl: inactive; Rhodamine autofl: inactive; BRCT PPI green: -0.6%; Texas Red fluor: inactive; Caspase-7 inhib: -0.2%; USP2a inhib: -5.9%; Casp1 inh: -0.5%; HEK293 cAMP ctrl: 5.1%; Fluorescein autfl: inactive; BRCT inh red: 1.3%

Results for CC(C)N1C(=O)c2ccc(C(=O)O)cc2C1=O ?
4MU fluor: inactive; A350 autofl: inactive; Rhodamine autofl: inactive; BRCT PPI green: -2.5%; Texas Red fluor: inactive; Caspase-7 inhib: -1.0%; USP2a inhib: -3.6%; Casp1 inh: 0.1%; HEK293 cAMP ctrl: 2.7%; Fluorescein autfl: inactive; BRCT inh red: -1.2%

Results for COCC(=O)Nc1cc(OC)ccc1OC ?
4MU fluor: inactive; A350 autofl: inactive; Rhodamine autofl: inactive; BRCT PPI green: -3.6%; Texas Red fluor: inactive; Caspase-7 inhib: 1.4%; USP2a inhib: -2.5%; Casp1 inh: -4.1%; HEK293 cAMP ctrl: 3.1%; Fluorescein autfl: inconclusive; BRCT inh red: -1.0%

How did Cn1cc[nH]c1=S do in these assays?
4MU fluor: inactive; A350 autofl: inconclusive; Rhodamine autofl: inactive; BRCT PPI green: -2.2%; Texas Red fluor: inactive; Caspase-7 inhib: -0.7%; USP2a inhib: -6.0%; Casp1 inh: -1.3%; HEK293 cAMP ctrl: -4.8%; Fluorescein autfl: 2.15e-08M*; BRCT inh red: 0.3%

What do the screens show for `CC1(C)C(=O)Nc2ccccc2N1C(=O)COC(=O)Cn1cnc2ccccc2c1=O`?
4MU fluor: inconclusive; A350 autofl: inconclusive; Rhodamine autofl: inactive; BRCT PPI green: -0.4%; Texas Red fluor: inactive; Caspase-7 inhib: -1.6%; USP2a inhib: 4.1%; Casp1 inh: -0.9%; HEK293 cAMP ctrl: 11.7%; Fluorescein autfl: inactive; BRCT inh red: 0.2%

What do the screens show for `CCOc1ccc(OCc2ccc(C(=O)NCc3ccncc3)o2)cc1`?
4MU fluor: inactive; A350 autofl: inconclusive; Rhodamine autofl: inactive; BRCT PPI green: 1.2%; Texas Red fluor: inconclusive; Caspase-7 inhib: 1.4%; USP2a inhib: 13.9%; Casp1 inh: -1.2%; HEK293 cAMP ctrl: 6.6%; Fluorescein autfl: inconclusive; BRCT inh red: 1.1%

What do the screens show for `O=C(CN(CCc1ccccc1)C(=O)CN1C(=O)COc2ccccc21)NCc1ccco1`?
4MU fluor: inactive; A350 autofl: inactive; Rhodamine autofl: inactive; BRCT PPI green: -0.3%; Texas Red fluor: inconclusive; Caspase-7 inhib: 2.2%; Casp1 inh: 1.1%; HEK293 cAMP ctrl: 26.4%; Fluorescein autfl: inactive; BRCT inh red: 0.7%

How did CSc1nc(-c2ccccc2)nc(N2CCCC2)c1C(C)=O do in these assays?
4MU fluor: inactive; A350 autofl: inactive; Rhodamine autofl: inactive; BRCT PPI green: 1.2%; Texas Red fluor: inactive; Caspase-7 inhib: -2.3%; USP2a inhib: -16.3%; Casp1 inh: -2.6%; HEK293 cAMP ctrl: 21.7%; Fluorescein autfl: inactive; BRCT inh red: 0.9%

Results for CC1Oc2ccccc2N(CC(=O)NCC2CCCO2)C1=O (stereo unspecified) ?
4MU fluor: inactive; A350 autofl: inactive; Rhodamine autofl: inactive; BRCT PPI green: 0.1%; Texas Red fluor: inactive; Caspase-7 inhib: 0.2%; USP2a inhib: -2.7%; Casp1 inh: 1.5%; HEK293 cAMP ctrl: 2.7%; Fluorescein autfl: inactive; BRCT inh red: -0.2%

Results for O=C(O)CCN1Cc2ccccc2C1=O ?
4MU fluor: inactive; A350 autofl: inconclusive; Rhodamine autofl: inactive; BRCT PPI green: 1.2%; Texas Red fluor: inconclusive; Caspase-7 inhib: -23.1%; USP2a inhib: -25.5%; Casp1 inh: -4.5%; HEK293 cAMP ctrl: inconclusive; Fluorescein autfl: inactive; BRCT inh red: 0.8%

What do the screens show for `COc1ccc(OCc2nnc(SC3CCOC3=O)n2-c2ccccc2)cc1` (stereo unspecified)?
4MU fluor: inactive; A350 autofl: inactive; Rhodamine autofl: inactive; BRCT PPI green: -0.3%; Texas Red fluor: inactive; Caspase-7 inhib: 1.2%; USP2a inhib: 3.0%; Casp1 inh: -1.4%; HEK293 cAMP ctrl: 15.2%; Fluorescein autfl: inactive; BRCT inh red: -0.8%

How did CC1CCCCC1NC(=O)Cn1cnc2ccccc2c1=O (stereo unspecified) do in these assays?
4MU fluor: inactive; A350 autofl: inactive; Rhodamine autofl: inactive; BRCT PPI green: -0.8%; Texas Red fluor: inactive; Caspase-7 inhib: 6.3%; USP2a inhib: -1.0%; Casp1 inh: 1.4%; HEK293 cAMP ctrl: 9.6%; Fluorescein autfl: inactive; BRCT inh red: 0.4%

Results for CCOC(=O)CSc1nc2ccccc2c(=O)n1CC1CCC(C(=O)NCc2ccco2)CC1 (stereo unspecified) ?
4MU fluor: inactive; A350 autofl: inconclusive; Rhodamine autofl: inactive; BRCT PPI green: 1.0%; Texas Red fluor: inactive; Caspase-7 inhib: -0.7%; USP2a inhib: -7.5%; Casp1 inh: -2.4%; HEK293 cAMP ctrl: inconclusive; Fluorescein autfl: inactive; BRCT inh red: 0.3%

Results for Cc1ccc2c(COC(=O)C3=COCCO3)cc(=O)oc2c1 ?
4MU fluor: inactive; A350 autofl: inactive; Rhodamine autofl: inactive; BRCT PPI green: -2.8%; Texas Red fluor: inactive; Caspase-7 inhib: -0.5%; USP2a inhib: -4.5%; Casp1 inh: 0.8%; HEK293 cAMP ctrl: 0.0%; Fluorescein autfl: inconclusive; BRCT inh red: 0.0%

What do the screens show for `COc1ccc(-n2c(Cc3cccn3C)nnc2SCC(=O)Nc2ccccc2OC)cc1`?
BRCT PPI green: -1.3%; Caspase-7 inhib: -3.3%; Casp1 inh: -2.8%; HEK293 cAMP ctrl: inconclusive; BRCT inh red: -1.1%

How did CCCCOC(=O)Nc1nc(CC(=O)OCC)cs1 do in these assays?
BRCT PPI green: -4.2%; Caspase-7 inhib: -2.0%; USP2a inhib: 7.1%; Casp1 inh: -2.8%; HEK293 cAMP ctrl: inconclusive; BRCT inh red: -0.5%

How did COC(=O)NC(c1cccc(C)c1)[C@@]1(C(=O)OC)CCCC1=O (stereo partly specified) do in these assays?
BRCT PPI green: -0.3%[15.4 µM]; Caspase-7 inhib: 0.8%[11.5 µM]; Casp1 inh: 0.3%[11.5 µM]; HEK293 cAMP ctrl: -4.1%[11.4 µM]; BRCT inh red: 0.8%[15.4 µM]

Results for C[C@@]12CCC(=O)C[C@@H]1CC(=O)[C@H]1[C@H]3CCC[C@]3(C)C(=O)C[C@@H]12 (tested in a mixture with another compound) ?
4MU fluor: inactive; A350 autofl: inactive; Rhodamine autofl: inactive; BRCT PPI green: -2.1%[34.4 µM]; Texas Red fluor: inactive; Caspase-7 inhib: 0.6%[25.7 µM]; USP2a inhib: 2.9%[17.1 µM]; Casp1 inh: 1.3%[25.7 µM]; HEK293 cAMP ctrl: 8.2%[25.6 µM]; Fluorescein autfl: inconclusive; BRCT inh red: -0.6%[34.4 µM]
